From PubChem
GC-A act: GC-A (human) enzyme activation. HEK293 GC-A cells, cGMP TR-FRET, EC30 ANP; 0% at EC30 ANP, 100% saturating ANP. activation, % at 10 µM. 0.14% of 370,000 active. AID 1671463; in the data active = activation above about 40%
rCAG binder: molecules binding r(CAG) RNA repeats. r(CAG) RNA repeat, TO-PRO-1 dye displacement fluorescence. 1.3% of 370,000 active. inhibition, % at 3 µM. AID 651821;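 active = inhibition above the plate cutoff, the mean of all test compounds on that plate plus 3 SD, cut at about 35% in these data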;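 also: 0% = DMSO alone and 100% = 100 µM mitoxantrone as full dye displacement; higher means more dye released from RNA so lower well fluorescence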
ADAM10 inh: inhibitors of human ADAM10. O14672. recombinant ADAM10, EDANS/DABCYL FRET peptide cleavage, 3 h. inhibition, % at 7 µM. 0.62% of 370,000 active. AID 720582;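 active = inhibition above a per-campaign cutoff equal to the mean of compounds falling between control-based bounds plus 3 SD, cut at about 20% in these data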;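 also: 0% = DMSO wells while the 100% control is not disclosed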
GC-B act: GC-B (human) receptor activation | P20594 | HEK293-GC-B cells, CNP EC30, cGMP TR-FRET; 0% at EC30 CNP, 100% saturating CNP | activation, % at 10 µM | 0.11% of 370,000 active | AID 1920062;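 active = activation at 10 µM reaching about 35% in either raw or pattern-adjusted values, limit read from the data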
KLK7 zymogen act: proKLK7 (human) activation, primary screen; P49862; purified proKLK7, EDANS-DABCYL substrate fluorescence; 100% is mature enzyme control, 0% vehicle; 0.9% of 370,000 active; AID 652039; activation, % at 7 µM;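 active = activation above the mean of all tested compounds plus 3 SD, computed per campaign excluding outliers beyond control limits, cut at about 13% in these data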
Target sequence (P49862 whole entry, looked up): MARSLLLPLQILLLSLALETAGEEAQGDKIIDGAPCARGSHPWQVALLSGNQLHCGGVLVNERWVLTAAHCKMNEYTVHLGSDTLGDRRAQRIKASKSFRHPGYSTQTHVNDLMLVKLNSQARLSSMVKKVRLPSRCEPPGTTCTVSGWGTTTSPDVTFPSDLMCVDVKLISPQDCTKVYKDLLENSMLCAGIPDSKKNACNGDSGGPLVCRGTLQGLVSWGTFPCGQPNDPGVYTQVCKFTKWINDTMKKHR
ARFGAP1 inhibitor: inhibitors of rat ARFGAP1. 0.26% of 360,000 active. Q62848. inhibition, % at 16.5 µM. Arfgap1-stimulated ARF1 GTP hydrolysis, GDP FP detection;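 active = inhibition above a per-plate limit, mean inhibition of low control wells plus 3 SD, cut at about 25% in these data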;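 also: 0% = DMSO wells with enzyme and 100% = wells lacking Arfgap1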
Target sequence (Q62848 1-136 limits assumed): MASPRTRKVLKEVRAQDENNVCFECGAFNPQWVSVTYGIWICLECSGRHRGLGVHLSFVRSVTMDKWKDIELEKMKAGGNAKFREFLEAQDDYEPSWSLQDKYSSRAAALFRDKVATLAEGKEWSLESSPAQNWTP
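Material: rat Arfgap1 catalytic domain, aa 1-136; also added: human ARF1(Δ1-17)-GTP substrate; compound dosing: one concentration, 16.5 µM, DMSO 1.26%; incubation: GTP hydrolysis reaction 2 h at 25 °C; measured by: Tracer-displacement fluorescence polarization with EDTA stop, 620/688 nm; evaluation: % inhibition from polarization; repeats: one replicate per compound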
Tn6 DDE FP: inhibitors of Tn6 peptide binding to human fibrin DD(E). P02675. inhibition, % at 8.3 µM. Fibrin DD(E) TRITC-Tn6 fluorescence polarization displacement. 0.21% of 370,000 active;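 active = inhibition above a per-campaign cutoff: mean of compounds within control limits plus 3 SD, cut at about 15% in these data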;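 also: 0% = median of all compound wells on the plate and 100% = blocking peptide control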
GAA850 FXN act: activators of GAA850 frataxin (FXN) promoter; AID 540364; HEK293 lucGAA850 FXN promoter luciferase reporter, 24 h; percent of 10 µM SAHA response; 0.56% of 360,000 active; activation, % at 6 µM;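 active = activation above the average of all compounds screened plus 3 SD, cutoff fixed separately per campaign, cut at about 7.5% in these data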;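 also: 0% = DMSO wells and 100% = 10 µM SAHA wells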
sPLA2-III inh: Inhibits HGIII-sPLA2 liposome hydrolysis, primary screen; 0.56% of 370,000 active; Q9NZ20; inhibition, % at 12.2 µM; QFRET BODIPY PC-A2 liposome hydrolysis, fluorescence;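 active = inhibition above mean plus 3 SD of compounds lying within the high and low control bounds, cut at about 19% in these data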;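 also: 0% = median of test compound wells and 100% = no enzyme DMSO wells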
Target sequence (Q9NZ20 whole entry, looked up): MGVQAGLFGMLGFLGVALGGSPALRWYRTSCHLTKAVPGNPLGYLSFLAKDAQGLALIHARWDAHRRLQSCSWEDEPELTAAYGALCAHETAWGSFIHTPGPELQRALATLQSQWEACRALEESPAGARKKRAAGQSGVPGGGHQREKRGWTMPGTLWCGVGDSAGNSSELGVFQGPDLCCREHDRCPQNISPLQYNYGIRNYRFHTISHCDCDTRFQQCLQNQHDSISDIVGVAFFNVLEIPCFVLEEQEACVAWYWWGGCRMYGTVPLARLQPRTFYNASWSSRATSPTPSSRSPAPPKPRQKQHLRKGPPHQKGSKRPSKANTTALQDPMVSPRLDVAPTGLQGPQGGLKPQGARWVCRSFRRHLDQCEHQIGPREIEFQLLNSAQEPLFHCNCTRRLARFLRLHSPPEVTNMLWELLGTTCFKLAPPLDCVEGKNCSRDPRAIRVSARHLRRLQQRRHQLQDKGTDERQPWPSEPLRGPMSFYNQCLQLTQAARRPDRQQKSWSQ
ASAP1 inh: blocks human ASAP1-stimulated Arf1 GTP hydrolysis; Q9ULH1; GDP FP detection; inhibition, % at 16.5 µM; 0.19% of 360,000 active; in the data active = inhibition above about 25%;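 also: 0% = vehicle with enzyme and substrate and 100% = no enzyme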
* = called active by the depositor; . = no result given.

SMILES	GC-A act	rCAG binder	ADAM10 inh	GC-B act	KLK7 zymogen act	ARFGAP1 inhibitor	Tn6 DDE FP	GAA850 FXN act	sPLA2-III inh	ASAP1 inh
CCN(Cc1ccncc1)C(=O)C(CO)c1ccccc1 (stereo not drawn)	2	1	-9	-1	-0.5	-1	20*	0.2	0	-10
COc1ccc(OC)c(NC(=O)C2(C)CCN2Cc2cccc(OC)c2OC)c1 (stereo not drawn)	-9	-1	2	-5	0.6	7	13	-1.6	1	-14
Cc1ccc(SCc2c(C(=O)N/N=C/c3cccs3)nnn2-c2nonc2N)cc1	2	7	-19	-1	-0.2	0	2	-1.5	6	-18
O=C(O)c1[nH]c2ccccc2c1NS(=O)(=O)Cc1ccccc1	2	18	-75	1	0.5	4	-7	1.2	-8	-3
O=C(O)c1cc(S(=O)(=O)N2CCN(c3ccccn3)CC2)ccc1Cl	2	2	-3	3	0.3	-1	-10	1.8	-6	-2
COc1ccc(-c2[nH]ncc2/C=C(/C#N)C(=O)NC2CCCCCC2)cc1	-2	3	-56	1	-23	-6	-3	-2.5	-29	-6
O=C(NCC(O)c1ccc([N+](=O)[O-])cc1)C(c1ccccc1)c1ccccc1 (stereo not drawn)	0	2	-8	0	-0.4	-4	5	-2.2	-13	11
COc1ccc2[nH]c(C(=O)Nc3ncc(C)cc3Br)cc2c1	1	4	-56	-6	0.5	0	6	1.4	-4	-2
CN1CCN(c2nc3c(c(=O)[nH]c(=O)n3C)n2Cc2ccc([N+](=O)[O-])cc2)CC1	0	-4	-1	-1	0.0	4	-1	-0.6	0	-2
c1ccc(CSCc2ccccc2)cc1	1	5	-2	4	-0.8	2	-4	0.1	2	-24
COc1ccc2nc(NC(=O)c3ccc(F)cc3)sc2c1	8	6	-54	-3	0.6	-1	-1	2.6	-2	10
O=C(N/N=C/c1ccc2c(c1)OCO2)c1ccc(NC(=O)c2ccc(F)cc2)cc1	6	14	-71	-7	-5.7	25*	-14	-0.1	-1	16
CCOC(=O)N1CCC(NC(=O)C2CCCN(S(=O)(=O)c3cccnc3)C2)CC1 (stereo not drawn)	6	1	-4	-6	0.1	-7	8	0.5	0	-5
CC(C)C(CCNC(=O)CC(Cc1ccccc1)c1ccco1)c1ccco1 (stereo not drawn)	1	4	0	2	0.2	7	10	-2.1	-12	-9
OCCC1CN(Cc2cccn2-c2cccnc2)CCN1C1CCCC1 (stereo not drawn)	-3	-1	1	-4	0.3	11	-2	1.2	-1	-4
CCN(CC)S(=O)(=O)c1ccc2[nH]cc(C(=O)NCCN3CCCCCC3)c(=O)c2c1	4	0	-88	5	-5.5	4	7	-1.4	-1	2
CC(C)c1cccc(-c2csc(C(C)(O)c3cccc(F)c3)n2)c1 (stereo not drawn)	-1	0	9	3	0.5	6	-8	0.7	-20	6
O=C(NC(N1CCOCC1)C(Cl)(Cl)Cl)c1cc([N+](=O)[O-])cc([N+](=O)[O-])c1 (stereo not drawn)	-2	-1	-4	0	0.2	8	-3	1.4	-4	7
CCN(CC(=O)Nc1ccccc1OC)CC(=O)Nc1ccccc1C(F)(F)F	-5	-6	2	-3	0.0	-6	3	0.4	-4	4
O=C(NCc1cccs1)C(=O)NCC1OCCCN1S(=O)(=O)c1cc(F)ccc1F (stereo not drawn)	0	0	-3	0	-0.5	7	-6	1.6	0	-3
COc1ccc([N+](=O)[O-])cc1NC(=O)C(C)OC(=O)CC1CCCC1 (stereo not drawn)	0	2	-18	-2	-0.4	5	-6	1.1	9	-9
CN(C)c1cc(N/N=C/c2ccccc2C(F)(F)F)nc(N(C)C)n1	1	-6	-7	0	-5.4	-3	-10	2.0	11	-3
CC(C)c1[nH]nc2c1C(c1cccc(C(F)(F)F)c1)N(c1ccccc1)C2=O (stereo not drawn)	-17	0	-5	-19	-0.5	-1	-3	.	10	10
Clc1ccc2oc(-c3cccnc3NCc3ccccc3)nc2c1	2	0	-26	2	-0.1	13	6	-0.1	4	0
CCn1c(=O)c2cc(S(=O)(=O)NC3CCCCC3)ccc2n(CC)c1=O	3	-2	2	10	-0.8	3	-2	-1.0	1	-6
Later entries
SMILES	GC-A act	rCAG binder	ADAM10 inh	GC-B act	KLK7 zymogen act	ARFGAP1 inhibitor	Tn6 DDE FP	GAA850 FXN act	sPLA2-III inh	ASAP1 inh
CCOC(=O)c1ccc(NC(=S)N2CCN(c3ccccn3)CC2)cc1	3	-2	0	0	0.2	-1	6	-0.2	2	-2
Cc1cccn2cc(CCNS(=O)(=O)c3ccc([N+](=O)[O-])cc3)nc12	3	4	1	0	-0.2	3	-3	-1.7	3	-1
O=C1CC(=O)N(Cc2cccs2)C(=O)N1	7	8	-4	5	-0.5	0	-6	-1.7	1	7
COc1ccccc1Oc1ccc(N/C=C/C(=O)c2ccco2)cc1	2	1	-5	4	-0.6	8	-7	12*	-7	17
CSCCC(N=Cc1c(O)n(-c2ccc(F)cc2)c(=O)[nH]c1=O)C(=O)O (stereo not drawn)	2	1	3	2	0.3	-16	2	.	0	5
Cc1cc(C)n(C(=O)CSc2nnc(SCC(=O)n3nc(C)cc3C)s2)n1	-3	1	10	-3	0.1	-2	6	-1.0	7	-11
COc1ccccc1OCCCn1c(C)c(C#N)c2ccccc21	-23	-4	7	-13	0.1	-9	-7	-1.6	-25	-21
O=C(CCCn1c(=O)c2ccccc2n(Cc2ccccc2)c1=O)NCc1ccco1	1	-7	-1	5	-0.3	4	3	-0.2	-7	11
CC(=O)Nc1ccc(NC(=O)C(C)OC(=O)CN2C(=O)C3CCCCC3C2=O)cc1 (stereo not drawn)	-1	-4	-12	7	-0.1	2	3	4.4	-5	-6
O=C(NCc1ccc(Cl)cc1)C1CCN(S(=O)(=O)c2cccnc2)CC1	-4	2	6	6	-0.2	-4	-2	0.4	9	-17
Cc1cccc2cc(-c3nc4c(C)cccn4c3NCc3ccco3)c(=O)[nH]c12	-3	-4	-11	0	0.1	-7	-5	-2.9	-3	-5
O=C(CCNC(=O)c1ccc(Br)cc1)OCc1ccccc1Cl	-5	-6	1	-9	0.5	5	-8	-0.3	-3	5
O=C(c1cc(Br)c(Br)s1)N1CCN(C/C=C/c2ccccc2)CC1	-2	36*	9	-8	0.7	-6	11	1.0	-12	0
Cc1c(C(=O)N/N=C/c2ccc(O)c(Br)c2)sc(N)c1C#N	5	12	-14	0	-0.1	4	-17	5.3	4	18
O=C(NCCCCc1ccccc1)C1CC(c2ccccc2[N+](=O)[O-])=NO1 (stereo not drawn)	3	-9	5	1	0.5	8	3	1.7	-3	4
CC(=O)Nc1ccc(S(=O)(=O)NCC2CCC(C(=O)NCc3ccccc3)CC2)cc1 (stereo not drawn)	2	1	5	3	-0.7	8	-3	-0.3	3	-7
COC(=O)c1cc(CSc2nc3ccccc3c(=O)n2C)oc1C	-2	4	0	1	0.2	-6	-11	-0.2	2	-1
CCCc1cnc(Nc2nc(C(N)Cc3ccc(C(F)(F)F)cc3)cs2)nc1 (stereo not drawn)	2	12	1	-1	-0.1	10	-1	0.1	2	1
CCOc1ccc(-c2nnc(NC(=O)Cc3cc(OC)c(OC)c(OC)c3)o2)cc1	-6	9	4	-7	-0.4	2	-11	2.7	-2	-8
Cc1ccc2oc(=O)n(CC(=O)O)c2c1	1	0	-25	1	-0.6	2	0	-0.2	10	11
OCc1ccc(-c2ccccc2)c(-c2ccccc2)c1	-4	-6	6	-8	1.0	-11	4	0.6	-10	2
CCOC(=O)c1cnc2ccc(C)cc2c1N(C)Cc1ccccc1	-12	-5	-3	5	0.1	-7	-1	-0.6	-2	7
O=C(CCNC(=O)N1CCn2c1nc1ccccc12)NCc1ccccc1	-6	-3	-9	-8	0.3	-1	-6	-1.1	5	-1
CC(NCC1COc2ccccc2O1)C1COc2ccccc2O1 (stereo not drawn)	7	-7	-3	8	0.3	1	1	-0.4	2	5
CC1(C(=O)NCc2ccccc2)Cc2c(-c3ccc4c(c3)OCO4)ccnc2O1 (stereo not drawn)	-3	0	-60	-9	-0.2	-5	-6	-3.2	-2	5
Next compounds follow.
SMILES	GC-A act	rCAG binder	ADAM10 inh	GC-B act	KLK7 zymogen act	ARFGAP1 inhibitor	Tn6 DDE FP	GAA850 FXN act	sPLA2-III inh	ASAP1 inh
COc1cc(Cl)c(C)cc1NC(=S)NN	0	8	0	2	-0.1	-5	5	-1.8	-4	3
CC1=Nc2ccccc2N=C(N)C1c1ccccc1 (stereo not drawn)	-4	8	-5	1	-0.9	15	-2	4.0	5	20
O=C(NNc1cc(Cl)ccc1Cl)C1CCC1	-5	1	4	-3	-1.3	2	1	-0.3	-4	-1
N/C(Cc1ccc([N+](=O)[O-])cc1)=N\OC(=O)C1CCCCC1	-1	-3	-1	-3	0.7	-6	4	2.5	-6	0
CCOC(=O)c1c(C)[nH]c(C(=O)CN2CCN(CC)CC2)c1C	4	-2	1	0	-0.6	-3	0	0.9	-3	-2
COc1ccc(NC(=O)CCNS(=O)(=O)c2cccc3nsnc23)cc1OC	-3	-1	5	-5	0.2	-7	0	2.3	4	7
COc1cc(C)c(Br)cc1S(=O)(=O)NCc1cccs1	-3	-3	-6	1	-0.7	-16	-6	0.8	-9	1
CCOCCCNC(=O)C1CCC(CNS(=O)(=O)c2ccc(F)cc2)CC1 (stereo not drawn)	-1	-2	3	-1	0.6	0	-6	0.2	7	-3
C/C(=N\Oc1cccc(F)n1)c1ccc(Cl)cc1Cl	6	-1	-3	-6	0.3	-20	7	-1.5	-3	-3
COc1ccc(CCNC(=O)CCN2C(=O)c3cccc4cccc(c34)C2=O)cc1OC	-2	2	-3	-1	-0.5	12	-12	1.3	7	18
CCOC(=O)C1(CCOc2ccccc2)CCN(Cc2ccc(NC(C)=O)cc2)CC1	-1	-12	-7	0	-0.1	-9	2	-1.7	-15	-3
COc1ccc(CCNc2cc(C)nc3c(-c4ccccc4)c(C)nn23)cc1OC	1	0	-55	-3	0.7	-5	0	3.1	-1	0
CCOC(=O)c1sc(C)c2c1NC1(CCCCC1)NC2=O	-15	-3	-325	-4	4.2	9	-4	6.4	-7	-2
Cc1ccc(C)c(N2CCN(C(=O)CCc3nc(-c4ccc(Br)cc4)no3)CC2)c1	2	2	1	-3	-0.6	6	-5	3.5	6	5
